Bioassay records from PubChem BioAssay.
Mito fusion act: qHTS Assay for Small Molecule Inhibitors of Mitochondrial Division or Activators of Mitochondrial Fusion. S. cerevisiae fusion-defective mutant growth rescue, CellTiterGlo 48 h. Potency, µM (doses to about 46.1 µM), for inactives: at the top dose growth rescue (activation), usual class: activators. actives 0.23% (n = 320,000);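 also: potency is read from the fitted curve at half-maximal effect; % of control where 0% means no effect; nearly all actives have a fitted effect of over 45% in size; temperature-sensitive fusion mutants such as fzo1-1 at 37 °C on non-fermentable ethanol glycerol medium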
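Read-out: ATP-based luminescence (CellTiterGlo, 10 min ambient) reporting growth of fusion-defective ts yeast after 48 hours at 37C on glycerol/ethanol YPEG medium in the presence of compound.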
Eya2 inh: qHTS Assay for Inhibitors of the Phosphatase Activity of Eya2. actives 0.006% (n = 330,000). Protein phosphatase EYA2 (Homo sapiens), O00167. recombinant Eya2, OMFP fluorescence dephosphorylation (OMFP is methylfluorescein phosphate). Potency, µM (top dose mostly 76.9 µM), inactives show at the highest dose activity, negative = inhibition, hits mostly inhibitors; also: potency is read from the fitted curve at half-maximal effect; % is scaled to controls: 0 for no effect and ±100 for the full control effect
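Eya2 protein (added as 0.2 uM solution) was preincubated with compound for 10 min at ambient temperature in 50 mM HEPES pH 7.5, 50 mM NaCl, 5 uM MgCl2, 0.05% BSA, 1 mM DTT. OMFP (added at 50 uM) then reacted 10 min; fluorescence read at 485/525 nm.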
USP2a inh: qHTS Assay for Inhibitors of Ubiquitin-specific Protease USP2a Using CHOP2 as the Reporter; Ubiquitin carboxyl-terminal hydrolase 2 (Homo sapiens), O75604; USP2 core, Ub-CHOP2 coupled fluorogenic reporter, 485/531; Potency, µM (titrated, usually from 38.3 µM), for inactives: at the top dose activity change, negative = inhibition, hits mostly inhibitors; actives 0.01% (n = 330,000); AID 463254, 2010;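 also: potency is read from the fitted curve at half-maximal effect; plate controls were DMSO wells for no effect and full inhibition by NEM control for full effect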
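Cell-free coupled assay: 10nM USP2 core preincubated 30min RT with compound in Tris-HCl pH 8.0/CaCl2/CHAPS buffer, then 25nM Ub-CHOP2 and 25nM reporter substrate; fluorescence (Ex 485/Em 531) read after 60min RT, normalized to NEM inhibition, concentration-response curves fitted.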
hERG WT inh: qHTS for Inhibitors of KCHN2 3.1: Wildtype qHTS | Voltage-gated inwardly rectifying potassium channel KCNH2 (Homo sapiens), Q12809 | U2OS, BacMam KCNH2, thallium flux FluxOr; hits give low values | activity change, % at 1.84 µM | actives 0.37% (n = 340,000) | AID 720551, 2013;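 active = maximum activity change below -70%; inconclusive = maximum activity change between -70% and -50%; inactive = maximum activity change above -50%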; also: % is scaled to controls: 0 for no effect and ±100 for the full control effect
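U2OS cells were transduced with wild-type KCNH2 virus (2.03 x 10^8 / mL) for 4 h at room temperature, then cultured overnight at 37 C. Thallium flux was read with FluxOr dye. Rate constants were normalized to DMSO controls.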
ASM inhibitor: Inhibitors of Secretory Acid Sphingomyelinase (S-ASM): qHTS; placental ASM, HMU-PC fluorogenic substrate, 60 min; actives 0.006% (n = 340,000); AID 504937, 2011; Potency, µM (highest dose often 57.5 µM), without a hit: at the top dose activity change, negative = inhibition, hits mostly inhibitors; also: potency is read from the fitted curve at half-maximal effect
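HMU-PC0 cleavage (9 uM final) by human placental ASM, 60 min at 37 °C following 10 min compound exposure at RT; stopped at pH 10, fluorescence Ex 386/Em 447 nm.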
GALK inh: qHTS Assay for Inhibitors of Human Galactokinase (GALK); actives 0.007% (n = 270,000); Purified GALK, Kinase-Glo residual ATP luminescence; P51570; Potency, µM (top dose mostly 57.5 µM), for the others: top-dose activity change, negative = inhibition, hits mostly inhibitors; also: potency is read from the fitted curve at half-maximal effect; % is scaled to controls: 0 for no effect and ±100 for the full control effect
Target sequence (P51570 whole entry, looked up): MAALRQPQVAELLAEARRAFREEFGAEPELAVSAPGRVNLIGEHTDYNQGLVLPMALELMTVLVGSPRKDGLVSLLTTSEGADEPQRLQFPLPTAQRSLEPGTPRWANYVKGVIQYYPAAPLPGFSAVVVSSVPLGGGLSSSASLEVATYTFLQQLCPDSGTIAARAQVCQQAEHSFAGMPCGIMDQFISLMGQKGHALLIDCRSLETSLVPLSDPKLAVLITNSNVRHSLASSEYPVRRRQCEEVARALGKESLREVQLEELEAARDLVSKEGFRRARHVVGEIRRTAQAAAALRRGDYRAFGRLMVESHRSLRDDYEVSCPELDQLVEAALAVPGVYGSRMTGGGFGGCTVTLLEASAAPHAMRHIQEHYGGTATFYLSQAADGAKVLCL
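GALK at 5 nM final was combined with compound, 35 uM ATP and 100 uM galactose in HEPES pH8.0 with MgCl2 and DTT. The reaction ran one hour at room temperature before luminescent ATP detection.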
Chronic BCR inh: qHTS Assay to Find Inhibitors of Chronic Active B-Cell Receptor Signaling | ABC-DLBCL IkBa-CBG/CBR reporter, luminescence ratio, 4 h | Potency, µM (doses to about 46.1 µM), without a hit: top-dose ratio change, negative = lower green/red ratio, most hits filed as inhibitors | actives 0.05% (n = 340,000) | AID 493014, 2011; active = well fitted inhibition curve with a large enough effect in the signal ratio, with a control signal flat, not every such curve was filed as active; inconclusive = small, poorly fitted or top-dose-only effect, or effect the other way, or a change in a side signal; the % refers to the signal ratio;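 also: potency is read from the fitted curve at half-maximal effect; plate controls were basal doxycycline-induced cells for no effect and cells given 10 µM MG132 for full effect; MG132 reads +100%, hits lower the ratio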
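Concentration-response series (up to 46 uM) were applied to TMD8 dual-reporter cells for 4 h at 37C with doxycycline. Green/red ratio, after filter-overlap correction, defined %Activity; red signal alone was normalised to basal cells and zero luminescence.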
Menin-MLL TR inh: qHTS Assay for Inhibitors Targeting the Menin-MLL Interaction in MLL Related Leukemias: Competition With Texas Red Labeled MLL-derived Mutant Peptide; actives 0.23% (n = 270,000); Potency, µM (titrated, usually from 61.6 µM), for inactives: at the highest dose FP activity change, negative = inhibition, most hits filed as inhibitors; O00255; Menin + Texas Red MLL mutant peptide, fluorescence polarization; AID 1768, 2009; active = well fitted inhibition curve with a large enough effect in the polarisation, with a control signal flat, not every such curve was filed as active; inconclusive = small, poorly fitted or top-dose-only effect, or effect the other way, or a change in a side signal; inactive = no such curve, though single readings can be large or run the other way; the % refers to the polarisation; also: potency is read from the fitted curve at half-maximal effect; % of control where 0% means no effect; many of its hits are not listed in these tables
Target sequence (O00255 whole entry, looked up): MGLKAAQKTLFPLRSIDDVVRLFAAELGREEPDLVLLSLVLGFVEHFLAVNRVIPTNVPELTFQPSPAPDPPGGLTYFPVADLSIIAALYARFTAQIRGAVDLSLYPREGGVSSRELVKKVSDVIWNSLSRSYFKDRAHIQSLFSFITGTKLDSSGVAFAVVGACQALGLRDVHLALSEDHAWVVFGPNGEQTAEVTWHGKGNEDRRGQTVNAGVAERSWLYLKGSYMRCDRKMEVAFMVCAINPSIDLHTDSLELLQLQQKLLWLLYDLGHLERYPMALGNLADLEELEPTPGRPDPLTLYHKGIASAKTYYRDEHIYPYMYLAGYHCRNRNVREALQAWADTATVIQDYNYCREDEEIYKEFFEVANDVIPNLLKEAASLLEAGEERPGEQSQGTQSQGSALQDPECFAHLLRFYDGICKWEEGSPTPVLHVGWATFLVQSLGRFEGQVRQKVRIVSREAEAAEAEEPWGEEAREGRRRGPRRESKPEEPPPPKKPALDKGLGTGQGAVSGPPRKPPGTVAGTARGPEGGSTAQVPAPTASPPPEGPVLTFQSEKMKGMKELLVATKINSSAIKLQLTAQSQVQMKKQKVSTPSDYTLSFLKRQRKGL
TSHR antag: Antagonists of the Thyroid Stimulating Hormone Receptor: HTS campaign. Thyrotropin receptor (Homo sapiens), P16473. TSHR-expressing cells, TSH-stimulated cAMP HTRF, 2 h; hits give low values. activity change, negative = inhibition, % at 11.5 µM. actives 0.2% (n = 330,000). AID 504810, 2011;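 active = activity change below a set negative limit, meaning inhibition stronger than a set level, cut at about -70% in these data; inconclusive = activity change between two set negative limits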; also: % is scaled to controls: 0 for no effect and ±100 for the full control effect
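Inhibition of cAMP made by TSHR-expressing cells under TSH stimulation (4nM final, EC80; 2 h, 37 deg C) is quantified with a one-step lysis HTRF kit, anti-cAMP cryptate versus cAMP-d2.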
PKM2 activator: qHTS Assay for Activators of Human Muscle isoform 2 Pyruvate Kinase; actives 0.34% (n = 260,000); Potency, µM (top dose mostly 57.5 µM), inactives show top-dose activation, hits mostly activators; purified PKM2, Kinase-Glo ATP luminescence, activation; response scale: 0% is enzyme alone, no compound; also: potency is read from the fitted curve at half-maximal effect; % is scaled to controls: 0 for no effect and ±100 for the full control effect; nearly all actives have a fitted effect of over 55% in size
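ATP formation by purified human PK-M2, quantified via coupled luciferase luminescence after 1 h at room temperature with 0.1 mM ADP and 0.5 mM PEP final.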
MBNL1 CUG block: qHTS Assay for Inhibitors of MBNL1-poly(CUG) RNA binding | Muscleblind-like protein 1 (Homo sapiens), Q9NR56 | TR-FRET MBNL1-His/biotin-(CUG)12 binding, 665/545 ratio | Potency, µM (highest dose often 57.5 µM), without a hit: top-dose activity change, negative = inhibition, usual class: inhibitors | actives 0.036% (n = 280,000) | AID 2675, 2010; active = well fitted inhibition curve with a large enough effect in the signal ratio, with a control signal flat, not every such curve was filed as active; inconclusive = small, poorly fitted or top-dose-only effect, or effect the other way, or a change in a side signal; inactive = no such curve, though single readings can be large or run the other way; the % refers to the signal ratio; also: potency is read from the fitted curve at half-maximal effect; % is scaled to controls: 0 for no effect and ±100 for the full control effect
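Inhibition of protein-RNA binding appears as loss of TR-FRET between terbium anti-His antibody on MBNL1-His and streptavidin-XL665 on biotin-(CUG)12. Activity is normalized to buffer-only and uninhibited-complex controls.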
The depositor's hits bear a star; i = inactive; ? = inconclusive; . = not tested or not shown; & = joins results of further samples; [ ] = dose if it differs, or a comment. Unless noted, calls follow the shape of the dose curve; as a rule, active = well fitted curve in the direction sought with a large enough effect; inconclusive = small, poorly fitted or top-dose-only effect, or another doubt; inactive = no such curve, though single readings can be large; an effect the other way counts as inactive or inconclusive. Not all compounds are listed; count on the stated rates, not on these rows.

Values in the order: Mito fusion act	Eya2 inh	USP2a inh	hERG WT inh	ASM inhibitor	GALK inh	Chronic BCR inh	Menin-MLL TR inh	TSHR antag	PKM2 activator	MBNL1 CUG block
COc1ccc(CCNC(=O)CN2C(=O)CCSc3ccccc32)c(OC)c1
    -11%	-7%	-1%	-169*	3%	7%	?	?	-5	.	-8%
N#CC1(NC(=O)COC(=O)c2cccc(-n3cnnn3)c2)CCCCC1
    1%	-1%	-1%	-16	0%	.	-4%	.	10	.	.
O=C(NCc1ccccc1)c1nc(S(=O)(=O)Cc2ccccc2)ncc1Cl
    -24%	6%	-1%	-3	-4%	1%	?	.	-36	.	0%
CCN(CC(=O)Nc1ccc(Br)cc1)CC(=O)Nc1cc(C)on1
    -6%	-17%	-2%	-13	-5%	.	-2%	.	31	.	.
Cc1ccccc1C(=O)OCn1nnc2ccccc2c1=O
    3%	-9%	-3%	0	-2%	-4%	-15%	-1%	-6	4%	11%
CCCn1nc(C(=O)OCn2nnc3ccccc3c2=O)c2ccccc2c1=O
    2%	4%	0%	11	-11%	2%	-11%	2%	22	-13%	?
CCN(CC)CCNc1nc2ccccc2n1C
    -2%	11%	1%	9	0%	0%	0%	9%	5	-1%	10%
Cc1ccc(Cn2nnnc2CN2CCC(NC(=O)c3ccccc3F)CC2)cc1
    -4%	-3%	-1%	7	-2%	0%	-3%	?	1	-3%	-2%
Cc1ccc(N(C)S(=O)(=O)c2cccc(C(=O)Oc3ccc4c(C)cc(=O)oc4c3)c2)cc1
    -4%	-2%	2%	2	i	2%	4%	5%	-12	10%	.
CC(C)=C(NC(=O)c1ccccc1)C(=O)NC(Cc1ccccc1)C(=O)O (configuration not stated)
    -10%	3%	5%	-1	-4%	8%	9%	3%	11	-1%	5%
COc1ccc(S(=O)(=O)N2CCOC2CNC(=O)C(=O)NCc2ccc(F)cc2)cc1 (configuration not stated)
    4%	-7%	0%	7	-3%	-1%	-7%	-11%	0	-4%	5%
Cc1cc(Nc2cc(F)ccc2C)n2nc(C)nc2n1
    16%	2%	3%	-5	-6%	.	0%	-9%	24	4%	?
O=C(NNC(=O)c1ccc(Br)s1)c1csc(N2CCOCC2)n1
    0%	2%	-1%	10	0%	.	?	.	8	.	.
CCc1ccc(Sc2cc(C(=O)NCCN3CCOCC3)c3ccccc3n2)cc1
    3%	5%	3%	14	0%	-1%	11%	-13%	4	2%	22%
C/C=C/c1ccc(OCCOCCNCc2ccccc2)c(OC)c1
    -16%	-8%	1%	0	6%	0%	-7%	?	-7	0%	6%

An excerpt from above in order of molar mass, low to high:
Values in the order: Mito fusion act	Eya2 inh	USP2a inh	hERG WT inh	ASM inhibitor	GALK inh	Chronic BCR inh	Menin-MLL TR inh	TSHR antag	PKM2 activator	MBNL1 CUG block
CC(C)=C(NC(=O)c1ccccc1)C(=O)NC(Cc1ccccc1)C(=O)O (configuration not stated)
    -10%	3%	5%	-1	-4%	8%	9%	3%	11	-1%	5%
CCN(CC(=O)Nc1ccc(Br)cc1)CC(=O)Nc1cc(C)on1
    -6%	-17%	-2%	-13	-5%	.	-2%	.	31	.	.
Cc1ccc(Cn2nnnc2CN2CCC(NC(=O)c3ccccc3F)CC2)cc1
    -4%	-3%	-1%	7	-2%	0%	-3%	?	1	-3%	-2%
O=C(NNC(=O)c1ccc(Br)s1)c1csc(N2CCOCC2)n1
    0%	2%	-1%	10	0%	.	?	.	8	.	.

Later entries.
molecule | Mito fusion act | Eya2 inh | USP2a inh | hERG WT inh | ASM inhibitor | GALK inh | Chronic BCR inh | Menin-MLL TR inh | TSHR antag | PKM2 activator | MBNL1 CUG block
CC(C)N1C(=S)SC(C)(C)C1NO (configuration not stated) | -1% | 15% | 0% | -4 | 0% | 2% | -3% | 1% | -7 | -4% | ?
CCc1cc2c(CN3CCN(CCO)CC3)cc(=O)oc2cc1O | ? | 17% | -2% | 7 | i | 4% | ? | -2% | 4 | -26% | 14%
CC(=O)N=c1n(C)c2ccccc2n1CCOc1ccccc1 | 6% | 4% | 1% | 0 | 0% | . | 2% | -1% | 0 | -4% | -2%[11.5 µM]
Cc1ccc(SC/C(O)=C(\C#N)c2nc3ccccc3n2C)cc1 | 6% | 13% | -1% | -2 | 21% | -2% | -10% | 0% | -5 | 0% | ?
COc1ccccc1N1CCN(C2CCCC(C)C2)CC1 (configuration not stated) | 0% | -11% | 5% | 1 | 1% | 4% | -13% | -2% | -1 | 1% | -5%
CC(C)CN1C(=O)C(=O)N(CC(=O)N2CCC(Cc3ccccc3)CC2)C1=O | -4% | 16% | 11% | 8 | -2% | 1% | -9% | -18% | 13 | -1% | 6%
Cc1cc(N)ccc1-n1c(C)ccc1C | -1% | 13% | 3% | 6 | 0% | 2% | -10% | ? | -3 | -3% | 8%
O=c1cnnc(Nc2cccc(F)c2)[nH]1 | -1% | 19% | 12% | 16 | 2% | -1% | -14% | -11% | -6 | 0% | 4%
Cc1[nH]c2ccccc2c1C(=O)CN1C(=O)C(=O)N(C2CCCC2)C1=O | 4% | 3% | 0% | 2 | -8% | -3% | 7% | -5% | 5 | 2% | -3%
Cc1cc2nc(-c3ccc(SCc4ccc(C#N)cc4)nc3)[nH]c2cc1C | -7% | -10% | 2% | 4 | -1% | . | ? | ? | ? | -2% | 11%
Cc1ccc2cc(CN(CC3CCCO3)C(=S)NCc3ccco3)c(=O)[nH]c2c1C (configuration not stated) | 19% | -15% | -4% | 0 | -4% | 0% | -6% | -3% | -8 | 7% | 2%
Cc1cccc(C(=O)NNC(=S)NC(=O)c2cccs2)c1 | -21% | -1% | 2% | -25 | 3% | -3% | ? | 23% | -29 | 4% | 3%
CCCCCCN(C(=O)CCCCCN1C(=O)NC(c2ccc(-c3ccccc3)cc2)C(C(=O)OCc2ccccc2)=C1C)C(C(=O)NCCCC)c1ccc(-c2ccccc2)cc1 (configuration not stated) | 14% | -7% | 0% | . | . | 0% | 0% | 0% | -1 | -3%&-5% | 6%
COc1ccccc1CNC(=O)COC(=O)c1ccc(Cl)c(N)c1 | 3% | 0% | 1% | -1 | 12% | -8% | -8% | 2% | 3 | 3% | .
